SUMO Mot1 rescue: blocks SUMOylation pathway, rescuing yeast Mot1-301 growth | S. cerevisiae Mot1-301 growth rescue, ATP luminescence, 38.5C; percent above DMSO median, 100 means doubled | growth rescue, % at 18.8 µM | 1% of 320,000 active;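 active means every valid replicate shows activation above 250% relative to neutral control wells; inactive means the rest, any valid replicate at or below 250%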;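 further: OY570 slx delta 5 strain wells were the positive control but not used for scaling; some compounds called inactive have numbers as strong as hits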
PKA-R2B act: PKA-R2B complex activation | P22694+P31323 | PKA-R2B holoenzyme dissociation, Cy5-IP20 fluorescence polarization; R2B truncated from residue 108, S112A mutant; 0% DMSO only, 100% 113 µM cGMP | activation, % at 11.4 µM | 0.079% of 340,000 active | AID 504700;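 active means activation above a cutoff set at the mean over all compounds plus 3 SD, cut at about 18% in these data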;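 further: higher means more holoenzyme dissociation and a rise in polarization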
Target sequence (P31323 whole entry, looked up, other chains not shown, the tested form may be a part): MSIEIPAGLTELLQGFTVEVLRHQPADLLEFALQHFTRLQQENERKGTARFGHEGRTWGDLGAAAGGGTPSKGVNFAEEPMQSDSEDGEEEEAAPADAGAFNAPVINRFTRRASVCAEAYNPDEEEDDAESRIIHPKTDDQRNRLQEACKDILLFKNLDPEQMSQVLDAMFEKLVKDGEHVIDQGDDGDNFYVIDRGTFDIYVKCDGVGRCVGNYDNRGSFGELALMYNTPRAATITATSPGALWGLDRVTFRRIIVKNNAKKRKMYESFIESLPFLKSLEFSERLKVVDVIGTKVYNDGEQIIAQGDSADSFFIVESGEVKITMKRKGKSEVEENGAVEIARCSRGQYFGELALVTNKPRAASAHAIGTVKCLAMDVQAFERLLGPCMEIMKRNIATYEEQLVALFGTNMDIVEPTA
Arrestin-AP2 inh: inhibitors of human beta-arrestin and AP2 interaction; 0.31% of 340,000 active; inhibition, % at 10 µM; FITC-arrestin peptide / GST-AP2 beads, flow cytometry; AP2 beta2 appendage carries R879A mutation;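 active means inhibition above a set limit, near 3 SD of compounds lacking own fluorescence, cut at about 54% in these data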;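 further: plate controls were DMSO wells for no effect and 5 µM unlabelled arrestin peptide for full effect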
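System: GST-AP2 R879A glutathione beads | Also added: FITC-arrestin peptide, 50 nM | Times: 12 min plus 1 h, RT | Signal: Bead flow cytometry, FITC channel | Buffer or medium: PBS with 0.05% Tween 20 and 0.1% BSA | Read-out basis: Percent drop in bead-associated FITC signal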
PKA-R1A activ: activates the PKA-R1A holoenzyme complex; P00514+P68181; PKA-R1A dissociation, Cy5-IP20 fluorescence polarization; scaled: DMSO 0%, 113 µM cGMP 100%; activation, % at 11.4 µM; 0.083% of 340,000 active; AID 504707;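 active means percent activation above the mean of all tested compounds plus 3 SD, cut at about 19% in these data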;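 further: higher means more PKAc released from R1A so a rise in polarization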
dFosB activator: enhances mouse delta FosB homodimer DNA binding | 0.99% of 340,000 active | activation, % at 25 µM | P13346 | purified delta FosB, TAMRA-CDK5 oligo fluorescence polarization; percent of positive-control signal above neutral wells;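 active means mean activation above about 17%, with every replicate also reaching it, limit read from the data, passing the limit was not always enough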;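 further: fluorescence polarization rise as delta FosB binds a TAMRA Cdk5 AP-1 oligo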
Target sequence (P13346 whole entry, looked up): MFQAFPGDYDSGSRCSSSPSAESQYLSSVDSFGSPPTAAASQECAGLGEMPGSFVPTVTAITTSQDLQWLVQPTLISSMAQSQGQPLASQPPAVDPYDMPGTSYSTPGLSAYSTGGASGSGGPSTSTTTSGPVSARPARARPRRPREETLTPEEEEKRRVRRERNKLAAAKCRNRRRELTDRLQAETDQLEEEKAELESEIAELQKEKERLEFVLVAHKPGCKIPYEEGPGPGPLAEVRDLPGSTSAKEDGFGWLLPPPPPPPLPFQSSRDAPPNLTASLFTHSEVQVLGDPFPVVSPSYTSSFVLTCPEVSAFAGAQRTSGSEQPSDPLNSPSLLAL
NSD2 HMT inh: inhibitors of human histone methyltransferase NSD2. NSD2 peptide methylation, AlphaScreen, 120 min. inhibition, % at 12.5 µM. 0.54% of 310,000 active. O96028. AID 743445; in the data active means inhibition above about 50%
SR-BI uptake up: activators of SR-BI mediated HDL lipid uptake. CHO ldlA[mSR-BI] cells, DiI-HDL uptake fluorescence, 3 h; 100 = double the neutral-control signal. activation, % at 12.5 µM. 0.096% of 320,000 active. AID 504775;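 active means mean replicate activation of at least 60% and every replicate at or above 60%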;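 further: 0% = median plate neutral-control signal and 100% = twice that signal; values of inactives mirror those of a sister screen read the other way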
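Assay system: CHO ldlA[mSR-BI] cells, LDL receptor-null, SR-BI overexpressing; medium: Ham's F12 with 0.5% BSA, HEPES 25 mM, pH 7.4; also added: DiI-HDL 10 µg/mL; timing: 3 h uptake period with compound, 37 °C; signal: DiI fluorescence, bottom read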
CDK5 inh: inhibitors of human CDK5/p35 kinase. Q00535+Q15078. Recombinant CDK5/p35, ADP-Glo luminescence, 60 min. inhibition, % at 10 µM. 0.01% of 330,000 active. AID 488839;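 active means highest replicate inhibition of at least 50% and at least 75% of replicates reaching 50%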;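 further: plate controls were DMSO neutral control for no effect and GW8510 at 10 µM for full effect; many of its hits are not listed in these tables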
Pemphigus Ab inh: blocks pemphigus antibody binding to human desmoglein-3. P32926. AID 588358. DSG3-coupled beads, scFv-anti-DSG3-GFP binding, flow cytometry; hits give low values. binding (percent of control), % at 10 µM. 0.48% of 310,000 active;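 active means binding more than 3 SD below its plate's average and above zero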;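 further: hits lower antibody fragment binding to DSG3; some compounds called inactive have numbers as strong as hits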
SR-BI DiI inh: inhibitors of mouse SR-BI mediated HDL lipid uptake; ldlA[mSR-BI] CHO cells, DiI-HDL uptake fluorescence, 3 h; 0.96% of 320,000 active; inhibition, % at 12.5 µM;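 active means mean replicate inhibition of at least 70% and a set share of replicates each scoring 70 or more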;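 further: 0% = median of neutral control wells and 100% = median of positive control wells; values of inactives mirror those of a sister screen read the other way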
MITF act: activators of MITF-driven TRPM1 promoter activity in SK-MEL-5 cells; activation, % at 12.5 µM; SK-MEL-5 TRPM1-promoter luciferase, 24 h; % of positive control, neutral wells = 0; AID 588334; 0.75% of 300,000 active;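 active means mean activation of at least 80% with every replicate also reaching 80%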;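 further: 0% = neutral control wells and 100% = parthenolide positive control wells; values of inactives mirror those of a sister screen read the other way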
The depositor's hits bear a star; / = no result given.

SMILES	SUMO Mot1 rescue	PKA-R2B act	Arrestin-AP2 inh	PKA-R1A activ	dFosB activator	NSD2 HMT inh	SR-BI uptake up	CDK5 inh	Pemphigus Ab inh	SR-BI DiI inh	MITF act
O=C(CN1C(=O)c2ccccc2S1(=O)=O)Nc1ccccc1C(=O)NCc1ccco1	68	4	2	-2	-2	3	7	0.7	/	-7	1
COc1cc(C(=O)N/C(=C/c2ccc(F)cc2)C(=O)NC(C(=O)O)c2ccccc2)cc(OC)c1OC (configuration not stated)	10	-11	-1	-10	2	-1	12	1.8	93	-12	2
CCN1CCN(CC(=O)Nc2ccc(C)c(Br)c2)CC1	292	1	-15	-10	4	2	/	1.5	98	/	0
CN(Cc1ccccc1)C(=O)COC(=O)c1ccc2c(c1)OCO2	-9	-3	-2	-9	5	-5	7	0.5	106	-7	9
Cn1c(CC(=O)Nc2ccccc2)nnc1SCC(=O)NC1CCCC1	182	-6	5	-4	1	-4	/	-4.4	/	/	-8
COc1ccc(/C=C/C(=O)OCC(=O)c2ccc3c(c2)NC(=O)CO3)c(OC)c1	20	3	31	-9	0	-3	-68	0.7	104	68	-12
COC(=O)/C=C/c1c(C)nc(NCc2ccccc2)nc1Cl	5	9	-7	-1	-4	2	-8	-2.6	107	8	2
COc1ccc(C(=O)NC(=S)NC(C)C)cc1Br	0	-8	-7	3	-3	-1	-30	-0.1	109	30	49
COCC(C)NC(=O)Cn1c(SCc2ccccc2)nc2ccccc21 (configuration not stated)	-10	-4	-3	-10	-1	-3	5	0.6	109	-5	9
COc1ccc(OC)c(-n2c(SCC(=O)N3CCc4ccccc43)nc3c(c2=O)SCC3)c1	45	-10	-2	0	11	/	-16	0.0	96	16	/
OC(c1ccccn1)(c1ccccn1)c1ccccn1	1	-7	11	13	2	-10	29	0.2	110	-29	-16
CN1C(=O)CSc2ccc(C(=O)O)cc21	7	6	7	-7	-3	/	4	0.6	103	-4	6
O=C(Nc1ccc(C(=O)N2CCN(c3ccccc3)CC2)cc1)C1=CSCCO1	5	3	8	2	-16	8	-3	2.6	111	3	10
O=C(Nc1cccnc1)C1CCN(S(=O)(=O)c2ccc(Cl)cc2)CC1	-12	-4	-10	-2	-10	-5	40	0.2	119	-40	-4
CC1CCN(S(=O)(=O)N2CCC(C(=O)NCCC3=CCCCC3)CC2)CC1	4	-6	43	2	4	1	17	-1.1	102	-17	1
COC(=O)N(C)c1nc2ccccc2s1	/	-4	16	-1	-1	0	15	-2.3	104	-15	39
CCOC(=O)c1c(C)[nH]c(C(=O)COC(=O)CCSc2ccccc2)c1C	-6	-5	3	-1	-8	5	21	0.7	102	-21	21
O=C(Nc1ccc(-n2nncc2-c2ccco2)cc1)c1cc2ccccc2oc1=O	-9	9	3	2	-17	/	-20	0.1	103	20	17
NC(=O)c1ccccc1OCC(=O)N1CCCC1c1ccc2c(c1)OCCCO2 (configuration not stated)	/	-4	-8	8	-3	0	4	-2.1	113	-4	-4
O=C(Nc1ccc(S(=O)(=O)N2CCCC2)cc1)c1ccccc1	-22	8	-1	-9	-4	-2	-7	0.5	103	7	14

Four successive compounds out of the list so far, quoted:
SMILES	SUMO Mot1 rescue	PKA-R2B act	Arrestin-AP2 inh	PKA-R1A activ	dFosB activator	NSD2 HMT inh	SR-BI uptake up	CDK5 inh	Pemphigus Ab inh	SR-BI DiI inh	MITF act
CCOC(=O)c1c(C)[nH]c(C(=O)COC(=O)CCSc2ccccc2)c1C	-6	-5	3	-1	-8	5	21	0.7	102	-21	21
O=C(Nc1ccc(-n2nncc2-c2ccco2)cc1)c1cc2ccccc2oc1=O	-9	9	3	2	-17	/	-20	0.1	103	20	17
NC(=O)c1ccccc1OCC(=O)N1CCCC1c1ccc2c(c1)OCCCO2 (configuration not stated)	/	-4	-8	8	-3	0	4	-2.1	113	-4	-4
O=C(Nc1ccc(S(=O)(=O)N2CCCC2)cc1)c1ccccc1	-22	8	-1	-9	-4	-2	-7	0.5	103	7	14

Entries of single compounds, looked up by structure. Screens in order: SUMO Mot1 rescue, PKA-R2B act, Arrestin-AP2 inh, PKA-R1A activ, dFosB activator, NSD2 HMT inh, SR-BI uptake up, CDK5 inh, Pemphigus Ab inh, SR-BI DiI inh, MITF act
O=C(Nc1ccc(-n2nncc2-c2ccco2)cc1)c1cc2ccccc2oc1=O is listed as -9, 9, 3, 2, -17, /, -20, 0.1, 103, 20, 17
COC(=O)N(C)c1nc2ccccc2s1 is listed as /, -4, 16, -1, -1, 0, 15, -2.3, 104, -15, 39

Later entries
SMILES	SUMO Mot1 rescue	PKA-R2B act	Arrestin-AP2 inh	PKA-R1A activ	dFosB activator	NSD2 HMT inh	SR-BI uptake up	CDK5 inh	Pemphigus Ab inh	SR-BI DiI inh	MITF act
Cc1ccc2c(c1)-c1ccccc1S(=O)(=O)N2	5	7	0	13	3	-1	8	-0.8	100	-8	/
Cc1cccc(-n2nnc3c(=O)n(CC(=O)Nc4cc(C)on4)cnc32)c1	3	-5	-8	5	0	-2	19	-1.0	109	-19	-4
Cc1ccc(C)c(N2CCN(C(=O)c3cc4ccccc4oc3=O)CC2)c1	-9	-2	-7	-3	-13	/	-14	-0.9	107	14	/
CC(=O)NCc1ccc(S(=O)(=O)NC(C)CCc2ccccc2)cc1 (configuration not stated)	18	-7	9	2	-2	44	-2	0.6	102	2	-5
O=C(CN1C(=O)COc2ccccc21)N(Cc1cccnc1)Cc1cccc(F)c1	12	0	46	-6	-3	-1	31	0.2	95	-31	-3
CC(=O)Nc1cc(C(=O)N2CCCC2)ccc1Sc1ccc(Cl)cc1	-15	7	4	-5	1	0	7	-0.5	105	-7	-31
Nc1ccc(C(=O)NCc2ccccc2)cc1	-10	12	6	-6	-5	-4	/	-3.2	102	/	-4
COc1ccc(Oc2nc(-c3cccnc3)nc3ccccc23)cc1	5	5	14	-6	-14	2	-30	1.2	112	30	10
COc1cccc(SCc2noc(C(=O)NC(C)C)c2C(=O)NC(C)C)c1	-4	-4	30	3	3	/	-11	0.6	95	11	2
Fc1ccc(Nc2ccnc(C(F)(F)F)c2)cc1	-15	-6	2	4	-2	1	0	1.6	/	0	2
COc1ccc(CC(=O)Nc2ccc(S(=O)(=O)NCC3CCCO3)cc2)cc1 (configuration not stated)	-7	-7	9	-3	-4	-1	-25	-1.1	84	25	-11
O=C(COc1ncnc2cc([N+](=O)[O-])ccc12)NCCc1ccc(Cl)cc1	4	9	12	0	-11	-2	-17	-1.5	99	17	-19
NC1=NC2=C(CCCC2)C2(CCCCC2)S1	1	7	8	-13	-2	7	9	2.0	114	-9	/
CCOC(=O)CN(C(=O)COC(=O)C1=NNC(=O)CC1)c1ccc(F)cc1	-12	-6	-3	-4	-15	0	13	2.5	109	-13	0
CC1CCCCC1NC(=O)CSc1nnc(-c2ccco2)n1C (configuration not stated)	/	4	-1	-6	0	-4	5	0.5	104	-5	0
O=c1cc(CS(=O)(=O)c2ccccc2)nc(-c2ccncc2)[nH]1	-9	5	-2	-3	0	1	0	-2.2	109	0	-5
Cc1ccc(CNC(=O)c2cc3c(=O)n(C)c4ccccc4c3n2C)o1	-4	-2	27	-14	-18	/	-37	-1.1	110	37	/
CSc1ccccc1OCc1cc(C(=O)N(C)Cc2ccncn2)no1	19	-9	-7	6	4	9	-33	-0.3	/	33	117*
CCN(CC)CCCNC(=O)CSc1nc(-c2cccs2)cc(C(F)(F)F)n1	-4	-10	6	-4	-13	7	-31	1.0	100	31	-7
Cc1ccc(C)c(/C=C2\N=C(c3ccccc3F)OC2=O)c1	6	-3	-4	2	-9	1	19	0.8	102	-19	-13
CCn1c(SCC(=O)Nc2ccc3c(c2)OCCO3)nnc1-c1cccnc1	0	3	39	3	-6	-1	/	-0.4	103	/	-4
CNC(=O)CSc1nnnn1CCCOC	/	-9	13	-3	1	-2	3	-3.6	90	-3	/
COc1ccc(Br)cc1CN(C)C(C)C(=O)Nc1cccc(C(C)=O)c1 (configuration not stated)	-9	0	11	-19	-10	1	6	0.5	103	-6	-5
COc1ccccc1CNC(=O)c1cccc(C)c1[N+](=O)[O-]	0	-10	5	3	-10	-3	24	0.9	100	-24	4
CC(C)c1cccc(C(C)C)c1NC(=O)COC(=O)C1CCC1	10	2	0	4	4	2	12	-3.8	92	-12	-1
Cc1n[nH]c(C)c1N1C(=O)c2cccc3cc(Br)cc(c23)C1=O	13	-11	16	-4	-7	29	-13	-1.9	101	13	8
CCOC(=O)c1nc(C)sc1-c1ccnn1S(=O)(=O)c1cccc(Cl)c1	6	-2	35	3	2	0	-36	-1.4	107	36	-6
COc1ccc(CCCc2nnc(SCc3nc4ccccc4c(=O)[nH]3)n2C)c(C)c1	-14	-15	-7	-2	-2	-2	/	1.4	102	/	4
CCn1c2ccc(F)cc2c2nnc(NN)nc21	8	1	-2	5	-1	0	42	0.9	92	-42	-9
